uPA generation: blocks generation of uPA at the cell surface | cell surface uPA generation assay, qHTS | Potency, µM (series often up to 38.3 µM), for the others: at the top dose activity change, negative = inhibition, most hits filed as inhibitors | 330,000 tested, 0.31% active; active means well fitted inhibition curve with a large enough effect; inconclusive means small, poorly fitted or top-dose-only effect; inactive means no such curve, though single readings can be large or run the other way; tested in mouse RAW 264.7 cells; further: potency means the concentration at half of the fitted maximal effect; on the % scale 0 is the no-effect control and ±100 the full control effect; nearly all actives have a fitted effect of over 55% in size
PTAP TSG101 blk: blocks PTAP/TSG101 interaction to inhibit HIV-1 budding; 340,000 tested, under 10 active; Fluorescence polarization, FITC-PTAP peptide / Tsg101 binding; Potency, µM (titrated, usually from 115 µM), without a hit: top-dose activity change, negative = inhibition, most hits filed as inhibitors; Q99816; active means well fitted inhibition curve with a large enough effect in the main read-out, with a control signal flat, not every such curve was filed as active; inconclusive means small, poorly fitted or top-dose-only effect, or effect the other way, or a change in a side signal; inactive means no such curve, though single readings can be large or run the other way; further: potency means the concentration at half of the fitted maximal effect; % of control where 0% means no effect
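Tsg101 binding domain (10 uM final) was mixed with compound and a FITC-labeled PTAP peptide (50 nM final) in HEPES pH 7.5 buffer with NaCl, Tween 20, EDTA and TCEP; fluorescence polarization was read after 20 min at r.t.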
p53 reactivation: mutant p53 re-activation in reporter cells; H1299 p53-A138V BP100-luciferase reporter, luminescence, 24 h; Potency, µM (highest dose often 92.2 µM), inactives show at the highest dose activity change, positive = activation, actives largely listed as activators; 320,000 tested, 0.063% active; further: potency means the concentration at half of the fitted maximal effect; % of control where 0% means no effect; nearly all actives have a fitted effect of over 45% in size
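p53-null H1299 cells stably carrying temperature-sensitive p53-A138V and a BP100-luciferase reporter were pinned with compounds (4-point, 1:5 series) and held 24 hrs at 37 deg C. Luminescence was read 10 min after detection reagent.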
B2AR arrestin: recruits beta-arrestin to the human beta2-adrenergic receptor | 330,000 tested, 0.02% active | beta-arrestin recruitment to beta2AR, cell-based reporter | Potency, µM (doses to about 46.1 µM), for inactives: at the highest dose activation, most hits filed as activators | AID 492947;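 further: potency means the concentration at half of the fitted maximal effect; 0% = DMSO controls and full agonism = EC100 isoproterenol or metaproterenol; nearly all actives have a fitted effect of over 65% in size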
BRCA1 expr act: BRCA1 expression activation; MCF7-BRCA1-FFLuc reporter, luminescence, 48 h; response scale: scaled: vehicle 0%, 10 µM genistein 100%; Potency, µM (titrated, usually from 46.1 µM), inactives show at the highest dose activation, actives largely listed as activators; 380,000 tested, 1.1% active; further: potency means the concentration at half of the fitted maximal effect; nearly all actives have a fitted effect of over 80% in size; some results filed as inactive show a strong effect at the top dose
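Luminescence from a BRCA1-driven firefly luciferase in MCF7 cells was read after 48 h compound exposure at 37 C. Data normalized against DMSO and a 10microM genistein activation control, then curve-fitted across the titration.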
a7 integrin act: integrin-mediated muscular dystrophy alleviation activation | 350,000 tested, 0.064% active | Potency, µM (doses to about 38.3 µM), for the others: at the top dose activation, most hits filed as activators | alpha7betagal myoblasts, beta-gal FDG fluorescence, 48 h | AID 624291;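 further: potency means the concentration at half of the fitted maximal effect; 100% = response of the positive control SU9516; nearly all actives have a fitted effect of over 60% in size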
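alpha7betagal+/- myoblasts (passage 13, 250/well) treated 48 h at 37C with compounds at 1:260 dilution of DMSO stock. Lysed, then beta-galactosidase activity read as FDG fluorescence (ex 480/em 540) after 30 min, with pre-read for autofluorescence.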
ELG1 genotoxic: genotoxicity induction in ELG1-luciferase HEK293T cells; 330,000 tested, 1.3% active; Potency, µM (top dose mostly 46 µM), for the others: top-dose activity change, positive = activation, actives largely listed as activators; HEK293T ELG1-luciferase reporter, luminescence, 16 h; AID 504466; further: potency means the concentration at half of the fitted maximal effect; % of control where 0% means no effect; nearly all actives have a fitted effect of over 60% in size
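HEK293T cells expressing luciferase-tagged ELG1 were treated with compound or DMSO for 16 hr at 37°C. Luciferase activity was then read after 30 min with ONE-Glo at room temperature; rising signal flags genetic stress.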
S-ASM inh: blocks human secretory acid sphingomyelinase; 340,000 tested, 0.006% active; Potency, µM (titrated, usually from 57.5 µM), without a hit: at the highest dose activity change, negative = inhibition, actives largely listed as inhibitors; placental ASM, HMU-PC fluorogenic substrate, 60 min; further: potency means the concentration at half of the fitted maximal effect
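Fluorescence read-out (Ex 386 nm, Em 447 nm) after stopping the reaction at pH 10. Enzyme: ASM from human placenta; substrate HMU-PC0, 9 uM final; 60 min, 37 °C. Compound preincubation 10 min, ambient temperature.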
Eya2 phos inh: Eya2 (human) phosphatase inhibition. O00167. recombinant Eya2, OMFP fluorescence dephosphorylation (OMFP is methylfluorescein phosphate). 330,000 tested, 0.006% active. Potency, µM (doses to about 76.9 µM), for the others: at the highest dose activity, negative = inhibition, usual class: inhibitors; further: potency means the concentration at half of the fitted maximal effect; on the % scale 0 is the no-effect control and ±100 the full control effect
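Eya2 protein (added as 0.2 uM solution) was preincubated with compound for 10 min at ambient temperature in 50 mM HEPES pH 7.5, 50 mM NaCl, 5 uM MgCl2, 0.05% BSA, 1 mM DTT. OMFP (added at 50 uM) then reacted 10 min; fluorescence read at 485/525 nm.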
USP2a inh: blocks human ubiquitin-specific protease USP2a; O75604; USP2 core, Ub-CHOP2 coupled fluorogenic reporter, 485/531; Potency, µM (highest dose often 38.3 µM), for inactives: at the highest dose activity change, negative = inhibition, usual class: inhibitors; 330,000 tested, 0.01% active;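 further: potency means the concentration at half of the fitted maximal effect; plate controls were DMSO wells for no effect and full inhibition by NEM control for full effect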
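Deubiquitinase activity read as fluorescence (485/531 nm) after Ub-CHOP2 cleavage activates the enterokinase reporter on its substrate; USP2 core 10nM, Ub-CHOP2 and substrate 25nM each, 30min compound preincubation then 60min RT; data normalized to NEM, curves fitted.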
TRPV1 agonist: agonists of human vanilloid receptor 1 (TRPV1) | Q8NER1 | TRPV1-expressing cells, Fluo-8 calcium influx, agonist mode | activation, % at 8.33 µM | 320,000 tested, 0.19% active | AID 540275; in the data active means activation above about 80%; inconclusive means between about 30% and that limit; further: 0% is about no effect
Target sequence (Q8NER1 whole entry, looked up): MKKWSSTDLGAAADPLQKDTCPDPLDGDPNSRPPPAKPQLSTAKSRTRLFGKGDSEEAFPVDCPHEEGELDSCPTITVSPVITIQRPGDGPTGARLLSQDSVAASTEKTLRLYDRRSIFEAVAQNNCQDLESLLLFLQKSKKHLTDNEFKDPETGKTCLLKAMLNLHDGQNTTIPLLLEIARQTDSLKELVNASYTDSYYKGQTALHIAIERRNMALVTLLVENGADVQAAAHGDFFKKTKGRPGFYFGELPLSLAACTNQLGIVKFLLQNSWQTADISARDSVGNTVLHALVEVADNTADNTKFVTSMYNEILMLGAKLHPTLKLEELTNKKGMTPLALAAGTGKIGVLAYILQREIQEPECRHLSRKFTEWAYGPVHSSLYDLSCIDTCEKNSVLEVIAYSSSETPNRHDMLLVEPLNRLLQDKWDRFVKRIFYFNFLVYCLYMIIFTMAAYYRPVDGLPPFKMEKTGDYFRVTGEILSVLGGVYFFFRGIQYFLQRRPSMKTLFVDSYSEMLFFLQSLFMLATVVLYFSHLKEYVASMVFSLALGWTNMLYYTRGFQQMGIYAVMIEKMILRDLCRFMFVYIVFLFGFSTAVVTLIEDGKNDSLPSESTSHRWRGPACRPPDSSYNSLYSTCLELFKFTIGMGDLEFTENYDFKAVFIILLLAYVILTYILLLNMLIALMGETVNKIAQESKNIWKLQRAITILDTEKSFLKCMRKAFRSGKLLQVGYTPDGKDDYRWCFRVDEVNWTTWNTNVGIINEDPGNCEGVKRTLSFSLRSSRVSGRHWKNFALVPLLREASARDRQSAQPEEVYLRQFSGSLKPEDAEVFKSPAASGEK
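Cells expressing TRPV1 were dye-loaded with Fluo-8 and read kinetically: 10 s baseline, 3 min after compound (agonist portion), then 2 min after EC20 capsaicin (allosteric enhancer portion). Calcium-bound dye fluorescence at 480/520 nm.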
Starred values were filed as active, the others as inactive; u = inconclusive; x = no result given; [ ] = dose if it differs, or a comment. Unless noted, the call rests on the fitted dose curve; in most records, active means well fitted curve in the direction sought with a large enough effect; inconclusive means small, poorly fitted or top-dose-only effect, or another doubt; inactive means no such curve, though single readings can be large; an effect the other way counts as inactive or inconclusive.

no.	Structure	uPA generation	ELG1 genotoxic	PTAP TSG101 blk	a7 integrin act	p53 reactivation	USP2a inh	TRPV1 agonist	B2AR arrestin	Eya2 phos inh	S-ASM inh	BRCA1 expr act
1	Cc1ccc(/C=N/NC(=O)C(NC(=O)c2ccccc2)c2n[nH]c(=O)c3ccccc23)cc1 (stereo not drawn)	-8%	14%	-2%	22%	u	-9%	4	0.0%	-14%	-11%	0%
2	CCc1nn(CC(=O)NCCCc2ccccc2)c(=O)c2cc3cc(F)ccc3n12	-4%	1%	0%	-1%	-1%	5%	2	0.1%	5%	2%	1%
3	CS(=O)(=O)N1CCN(c2ccc(NC(=O)COc3ccccc3[N+](=O)[O-])cc2)CC1	-2%	6%	1%	3%	-8%	1%	1	0.1%	-3%	-1%	-6%
4	CCCCN1C(=O)c2ccc(C(=O)Nc3ccc(S(=O)(=O)N(C)C)cc3)cc2C1=O	-4%	-3%	-4%	7%	-4%	-11%	28	-0.5%	-8%	u	-8%
5	CCOC(=O)CC[C@H](NC(=O)Cn1cnc2c(OCc3ccccc3)ncnc21)C(=O)OCC	-2%	3%	-2%	0%	-2%	5%	x	-0.4%	-2%	4%	4%
6	Cc1cnc(C(=O)Nc2ccc(C)c(S(=O)(=O)N3CCCCC3)c2)cn1	-1%	0%	-1%	-4%	5%	1%	u	-0.5%	u	-2%	-2%
7	O=C(Nc1nnc(C2CCCCC2)s1)c1ccco1	-1%	u	0%	6%	u	3%	14	-0.4%	-4%	-1%	u
8	CCOc1c(O)ccc(C2NC(=O)NC(C)=C2C(=O)OC)c1[N+](=O)[O-] (stereo not drawn)	3%	1%	-6%	-12%	-3%	-6%	-19	-0.1%	-10%	-2%	-13%
9	COc1cc2nc(N(CCCN(C)C)C(=O)c3ccc(C(=O)c4ccccc4)cc3)sc2cc1OC	-8%	8%	-3%	-56%[inhibitor]	5%	-2%	1	0.2%	-21%	-2%	-6%
10	CCC(C)Sc1nnc(NS(=O)(=O)Cc2ccccc2)s1 (stereo not drawn)	30%[activator]	-6%	6%	u	4%	1%	-4	-0.4%	5%	-1%	32%
11	CCOC(=O)c1cc2occc2n1Cc1ccc(F)cc1	0%	x	-8%	12%	x	x	2	x	x	-4%	0%
12	COC(=O)c1ccc2c(=O)n(-c3ccccc3)c(=S)[nH]c2c1	-5%	-12%	-10%	-32%	0%	6%	2	-0.2%	0%	-1%	-42%
13	COc1cc2ncnc(NCc3ccc(C)cc3)c2cc1OC	-3%	-8%	0%	-19%	-8%	0%	-2	-0.5%	-3%	-1%	-10%
14	NC(=O)c1ccccc1NC(=O)Nc1cccc(Cl)c1	-10%	8%	0%	22%	-3%	2%	4	-0.2%	-19%	-2%	5%
15	O=C(O)c1nn(-c2ccc(Cl)cc2)ccc1=O	5%	1%	-2%	-1%	6%	2%	-3	-0.5%	-31%	0%	1%
16	Cc1ccc(S(=O)(=O)n2nc(OC(=O)C(C)(C)C)cc2N)cc1	-8%	0%	-4%	-7%	0%	2%	6	0.0%	-19%	-1%	-23%
17	C=CCc1cccc(CNc2c(C)n(C)n(-c3ccccc3)c2=O)c1O	1%	0%	-7%	-28%	-5%	-5%	-4	-0.8%	-34%	-3%	-24%
18	COc1ccc(NC(=O)NCCCN2CCCC2=O)cc1	-7%	4%	-3%	-3%	5%	0%	6	0.0%	1%	-2%	24%
19	CCN(CC(=O)NCc1cccs1)C(=O)/C=C/c1ccc(OC)cc1OC	u	u	0%	2%	-4%	0%	8	-1.0%	9%	x	-18%
20	Cc1cccc(NC(=O)CSCc2nc3c(nnn3Cc3ccc(F)cc3)c(=O)[nH]2)c1C	1%	4%	-1%	-18%	-6%	-1%	3	-0.2%	7%	-4%	-16%
21	Cc1ccc(S(=O)(=O)N(CC(=O)NN=C2CCN(C)CC2)c2ccc(C(C)C)cc2)cc1	1%	-10%	-6%	-10%	1%	11%	21	0.0%	-22%	-3%	-5%
22	O=C(Nc1ccc(N2CCOCC2)nc1N1CCOCC1)c1cccc(C(F)(F)F)c1	2%	0%	-4%	-8%	-3%	0%	18	0.9%	12%	-4%	-24%
23	CN1C(=O)c2cccc3c(S(=O)(=O)N(C)C)ccc1c23	-10%	u	-3%	12%	x	0%	-3	-1.0%	-25%	343%[activator]	-27%
24	CN1C(=O)NC(NC(=O)c2cccs2)(C(F)(F)F)C1=O (stereo not drawn)	-7%	2%	-7%	8%	3%	1%	2	-0.1%	-8%	4%	1%
25	CC1CN(/C=C/C=O)C(C)CC1OC(=O)c1ccccc1 (stereo not drawn)	2%	x	0%	-21%	12%	2%	3	0.4%	7%	3%	-4%
26	Cc1n[nH]c(C)c1CCCCOc1ccccc1F	-2%	-5%	0%	-8%	0%	7%	1	-0.4%	4%	-3%	-21%
27	CSc1ccc2nnc(-c3cccc(F)c3)n2n1	x	-1%	-8%	-18%	-4%	1%	x	-0.2%	u	-3%	-33%
28	COc1cccc(-n2c(O)c(C=NCc3ccccn3)c3ccccc3c2=O)c1	1%	1%	1%	-10%	-4%	-1%	8	-0.8%	-9%	-2%	-11%
29	COCCNC(=O)CN(C(=O)CCC(=O)Nc1ccccn1)c1ccccc1OC	3%	-2%	-1%	-37%	u	0%	1	-2.2%	-8%	3%	-12%
30	O=C(CCc1nnc(-c2ccsc2)o1)NCc1ccccc1OC(F)(F)F	1%	4%	-1%	-14%	5%	-1%	2	-1.4%	6%	1%	35%
31	COc1cccc(C(=O)OCCN2CCCCC2)c1	5%	1%	-4%	4%	7%	-1%	-3	-0.2%	-14%	2%	-10%
32	COc1cccc(CNC(=O)C2CCC(=O)N(C3CC3)C2)c1OC (stereo not drawn)	3%	-2%	-3%	-20%	10%	-1%	-2	-0.2%	13%	2%	0%
33	Cn1c(=O)c(=O)n(C)c2cc(N3CCOCC3)c(NS(=O)(=O)c3ccc(Br)cc3)cc21	-1%	0%	-5%	-13%	-4%	4%	-1	0.2%	12%	0%	5%
34	Clc1ccc2nc(NC3=NCN(CCN4CCOCC4)CN3)nc(-c3ccccc3)c2c1	x	-4%	x	x	-11%	0%	-1	-0.5%	-11%	x	x
35	COc1ccccc1NC(=O)CSc1nc2sc(C)c(C)c2c(=O)n1Cc1ccco1	-3%	14%	-2%	2%	0%	-3%	4	0.4%	20%	-5%	-35%
36	N/C(=N\NC(=O)c1ccc(Cl)cc1)c1cnccn1	-6%	14%	-3%	3%	19%	0%	5	-0.5%	0%	1%	53%
37	O=C(CCNS(=O)(=O)c1ccccc1)Nc1ccccc1	20%	5%	-2%	12%	10%	-1%	1	-0.4%	9%	-1%	-7%
38	O=C(CSc1nnc2ccccn12)NCc1ccc2c(c1)OCO2	-9%	4%	-6%	-47%[inhibitor]	0%	2%	0	0.0%	3%	1%	2%
39	CN(C(=O)c1ccco1)c1nc(-c2ccccc2)cs1	u	u	-3%	5%	18%	3%	u	0.3%	-1%	0%	u
40	O=C(N=C1SC2CS(=O)(=O)CC2N1CCc1ccccc1)C1CCCCC1 (stereo not drawn)	7%	6%	-1%	-17%	u	1%	23	-0.1%	1%	2%	-15%
41	O=C(Nc1nncs1)c1cc(S(=O)(=O)N2CCOCC2)ccc1Cl	0%	-5%	-4%	14%	11%	3%	-3	-0.5%	9%	4%	14%
42	CC(=O)Nc1ccc(S(=O)(=O)N2CCN(c3cnn(C)c(=O)c3Cl)CC2)cc1	0%	-4%	-7%	8%	-2%	9%	-4	0.0%	-16%	1%	3%
43	COc1ccc([C@H]2CC(=O)C=C(c3cccc(Cl)c3)C2)cc1	8%	0%	-4%	1%	-2%	-6%	u	-0.2%	-18%	-9%	11%
44	O=C(NCCN1CCOCC1)c1cccc(S(=O)(=O)N2CCCC2)c1	7%	3%	-5%	21%	3%	3%	-1	0.0%	20%	0%	-21%
45	CCOc1ncccc1C(=O)OCC(=O)c1c(N)n(C)c(=O)n(C)c1=O	-1%	-1%	-11%	43%	0%	1%	-3	-0.1%	6%	-1%	-1%
46	Cc1c(Cl)cc(C(C)C)c(O)c1CN1CCOCC1	11%	x	-3%	14%	x	x	x	x	x	0%	-2%
47	COc1cc(-c2nnc(CSc3nnc(Nc4ccc(C(C)C)cc4)s3)o2)cc(OC)c1OC	20%	0%	1%	-57%[inhibitor]	18%	1%	-3	-0.9%	4%	-5%	-65%
48	S=C(NCc1ccccc1)NCc1ccccc1	-16%	1%	-4%	-15%	-3%	6%	2	0.6%	-13%	1%	11%
